TEAD-YAP block – TEAD-YAP interaction inhibition | HEK-TIYL cells, TEAD-Gal4/YAP UAS-luciferase luminescence | inhibition, % at 9.12 µM | actives 1.4% (n = 640,000) | AID 1259422; in the data active = inhibition above about 32%;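 also: 0% = median of test compound wells and 100% = reference inhibitor wells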
MITF primary – human MITF inhibition, primary screen; O75030; AlphaScreen MITF homodimerization, bead proximity signal; inhibition, % at 2.6 µM; actives 0.91% (n = 650,000); in the data active = inhibition above about 50%;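 also: 0% = vehicle wells with protein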
Target sequence (O75030 whole entry, looked up): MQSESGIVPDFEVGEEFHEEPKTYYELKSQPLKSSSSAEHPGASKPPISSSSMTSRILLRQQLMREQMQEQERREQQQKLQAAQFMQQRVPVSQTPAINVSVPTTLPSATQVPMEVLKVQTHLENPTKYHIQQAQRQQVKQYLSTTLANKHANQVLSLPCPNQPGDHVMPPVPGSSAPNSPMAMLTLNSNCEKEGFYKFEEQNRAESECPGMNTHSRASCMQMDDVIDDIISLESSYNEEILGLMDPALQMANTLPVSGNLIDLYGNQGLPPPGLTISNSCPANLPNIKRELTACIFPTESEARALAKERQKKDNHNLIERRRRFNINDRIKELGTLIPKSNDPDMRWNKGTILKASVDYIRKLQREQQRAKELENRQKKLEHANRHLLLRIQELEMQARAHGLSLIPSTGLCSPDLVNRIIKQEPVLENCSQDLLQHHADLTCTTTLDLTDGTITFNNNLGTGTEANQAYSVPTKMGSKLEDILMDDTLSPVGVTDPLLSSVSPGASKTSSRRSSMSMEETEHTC
GPR151 ag – human GPR151 activation | PathHunter beta-arrestin GPR151 cells, luminescence | actives 1% (n = 650,000) | AID 1508602 | Q8TDV0 | activation, % at 11.2 µM; in the data active = activation above about 4.9%;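 also: 0% = median of compound wells and 100% = cells with positive control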
Target sequence (Q8TDV0 whole entry, looked up): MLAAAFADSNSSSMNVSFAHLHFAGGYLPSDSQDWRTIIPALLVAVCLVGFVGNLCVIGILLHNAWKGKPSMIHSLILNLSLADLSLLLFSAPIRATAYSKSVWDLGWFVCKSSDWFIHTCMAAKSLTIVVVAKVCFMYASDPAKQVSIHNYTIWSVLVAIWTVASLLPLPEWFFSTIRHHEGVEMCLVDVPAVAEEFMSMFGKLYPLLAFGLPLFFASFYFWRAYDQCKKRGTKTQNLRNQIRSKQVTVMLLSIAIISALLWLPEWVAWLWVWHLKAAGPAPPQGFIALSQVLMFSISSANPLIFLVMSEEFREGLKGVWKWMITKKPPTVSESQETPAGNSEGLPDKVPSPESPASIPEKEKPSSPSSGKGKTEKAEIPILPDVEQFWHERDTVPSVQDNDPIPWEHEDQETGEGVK
FBW7 activator – activators of human E3 ligase FBW7; AID 1259310; normalized activity (activation), % at 26.1 µM; Q969H0; AlphaScreen FBW7–phospho-cyclin E peptide binding, activator screen; actives 0.13% (n = 650,000); in the data active = normalized activity above about 1.9%;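 also: purified mutant Fbw7 with reduced substrate affinity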
Starred values were filed as active, the others as inactive; x = no result given; & = joins results of further samples.

Results follow in this order: TEAD-YAP block, MITF primary, GPR151 ag, FBW7 activator
1) COc1ccc(C2C(C(=O)Nc3cc(C)on3)c3ccccc3C(=O)N2Cc2ccc(F)cc2)cc1 (stereo not given)
 : -7.2, -1.4, -1.4, -0.1
2) COc1cc(-c2cncc(-c3ccccc3N(C)C)n2)cc(OC)c1OC
 : -2.8, -7.8, 0.0, 0.0
3) OCCC1CN(Cc2cnc(N3CCCC3)s2)CCN1CCc1ccccc1 (stereo not given)
 : -0.6, 9.0, 1.0, 0.0
4) Cc1cccc(NC(=O)CN(C)S(=O)(=O)c2ccc(Br)s2)c1C
 : 3.5, -0.7, 0.1, 0.1
5) COC(=O)c1ccc2ccn(CC(N)=O)c2c1
 : 0.3, 17.8, -2.1, 0.2
6) CC1CCCCN1C(=O)Cn1nnc2c(cnn2-c2ccc(F)cc2)c1=O (stereo not given)
 : 7.9, -15.2, 1.7, 0.0
7) COC(=O)NNC(=S)NC(=O)C12CC3CC(CC(C3)C1)C2
 : -14.8, 17.8, 0.0, -0.1
8) CNC(=O)C1CN(CCOc2ccc(F)cc2)CCN1C(=O)C1CC1 (stereo not given)
 : 0.4, 7.2, -0.8, 0.1
9) CS(=O)(=O)N1CCC2(CC1)NC(=O)N(Cc1ccc(Cl)cc1)C2=O
 : -10.4, -12.9, 0.3, -0.3
10) CC(=O)N1N=C(c2cccc([N+](=O)[O-])c2)OC1c1cccc(Br)c1 (stereo not given)
 : 2.2, -0.1, -0.6, 0.7
11) Cc1c(Cl)cccc1NC(=O)Cc1csc(NC(=O)/C=C/c2ccccc2)n1
 : -22.4, 4.1, 1.3, 0.0
12) Cc1cc(C(=O)N/N=C/c2c(F)cccc2Cl)c(C)o1
 : -18.7, 0.0, -3.8, -0.1
13) CCCCNC(=O)C(CC)Sc1nnc(-c2ccc(OC)c(OC)c2)c(-c2ccc(OC)c(OC)c2)n1 (stereo not given)
 : 4.5, 14.0, -0.8, 0.2
14) COc1ccc(-n2c(=S)[nH]c3cc(C(=O)Nc4ccc(Oc5ccccc5)cc4)ccc3c2=O)cc1OC
 : -0.1, -4.0, -0.8, 0.9
15) COCCn1c(C)nnc1SCC(=O)NC1CC1
 : -4.5, -14.5, 0.4, 0.0
16) Cc1ccc(CNCc2ccccn2)cc1
 : -14.0, 18.4, 0.2, -1.3
17) Fc1ccc(Cc2nc(C3CCCN3Cc3ccnc(N4CCOCC4)n3)n[nH]2)cc1 (stereo not given)
 : -4.5, -9.4, -0.6, -0.4
18) C=C(C)CN(CC)C(=O)C1CCN(Cc2cc(OC)c(OC)c(OC)c2)CC1
 : 4.9, 56.3*, 0.9, 0.1
19) CCc1ccccc1NC(=O)c1ccccc1CCc1ccccc1
 : 7.6, 3.1, -1.1, 0.3
20) COCCCNC(=O)c1ccc(CNC(=O)c2cccc(Br)c2)cc1
 : -2.7, -11.8, 0.2, 0.3

Overlap with the part before: 5 compounds, followed by the next part.
Results follow in this order: TEAD-YAP block, MITF primary, GPR151 ag, FBW7 activator
16) Cc1ccc(CNCc2ccccn2)cc1
 : -14.0, 18.4, 0.2, -1.3
17) Fc1ccc(Cc2nc(C3CCCN3Cc3ccnc(N4CCOCC4)n3)n[nH]2)cc1 (stereo not given)
 : -4.5, -9.4, -0.6, -0.4
18) C=C(C)CN(CC)C(=O)C1CCN(Cc2cc(OC)c(OC)c(OC)c2)CC1
 : 4.9, 56.3*, 0.9, 0.1
19) CCc1ccccc1NC(=O)c1ccccc1CCc1ccccc1
 : 7.6, 3.1, -1.1, 0.3
20) COCCCNC(=O)c1ccc(CNC(=O)c2cccc(Br)c2)cc1
 : -2.7, -11.8, 0.2, 0.3
21) CCSc1nnc(NC(=O)Cc2ccccc2)s1
 : -8.8, 10.7, -1.8, 0.2
22) O=C1CCCN1CCn1cnc2c(Nc3ccc4c(c3)OCO4)nc(N3CCN(Cc4ccc5c(c4)OCO5)CC3)nc21
 : 7.5, 7.6, 5.1*, -0.2
23) CCOC(=O)/C(C#N)=C(\O)c1ccc(N2C(=O)c3ccc(C(=O)O)cc3C2=O)cc1
 : 3.4&6.8, 10.3&3.2, 0.0&-0.5, 0.3&0.9
24) O=c1c2cn[nH]c2nc(SCc2ccc(Cl)cc2)n1-c1ccc(Cl)cc1
 : 1.4, 2.1, 0.0, 0.0
25) CCCS(=O)(=O)N1CCC(c2nnc(-c3ccc(F)cc3)o2)CC1
 : -1.0, 8.8, -1.8, 0.7
26) CC(=O)N1CCC(N(Cc2ccccc2S(C)(=O)=O)C2CC2)CC1
 : 1.8, 14.7, 0.0, 0.5
27) C/C(=N\Nc1ccc([N+](=O)[O-])cc1[N+](=O)[O-])C(C)(C)C
 : 0.3, 10.7, 1.4, -0.6
28) COC(=O)c1ccc(C)c(NS(=O)(=O)c2ccc3c(c2)OCCO3)c1
 : 57.0*, 3.2, 0.8, 0.0
29) O=S(=O)(CCN1CCC(c2nc(-c3ccc4c(c3)OCO4)no2)CC1)c1ccccc1
 : 2.2, 9.1, 4.8, 0.1
30) COc1cc(C(=O)Nc2cccc(NC(=O)c3cccc(Cl)c3)c2)cc(OC)c1OC
 : 29.2, -7.5, 2.0, 0.0
31) Cc1nc(N2CCN(c3ccccn3)CC2)c2c(C)c(C(=O)N3CCC(C(N)=O)(N4CCCCC4)CC3)sc2n1
 : 15.8, 15.7, 1.1, 0.1
32) CC1=C(C(=O)Nc2ccc(F)c(F)c2)C(c2cccs2)NC(=S)N1 (stereo not given)
 : 9.9, 12.5, -1.5, 0.2
33) CCCC(O)(CCC)C(=O)NN1CCCCC1
 : -2.4, -8.9, 1.5, 0.0
34) CC(NC(=O)c1csc2c1CCCC2)c1ccncc1 (stereo not given)
 : 10.5, 20.1, 0.4, 0.0
35) CCc1ccccc1NC(=O)CN1Cc2ccccc2C1=O
 : -3.0, 3.4, 4.5, 0.0
36) O=C(CSc1nnc2n(Cc3ccccc3)c3ccccc3n12)N1CCCC1
 : 7.1, 5.6, -1.6, 1.1
37) COC(=O)c1ccc(N2CCc3ccccc32)c([N+](=O)[O-])c1
 : -2.3, 34.8, -2.5, -1.0
38) CC(=O)c1c(-c2ccccc2)c2cc(Cl)ccc2[nH]c1=O
 : 9.4, -3.2, 0.0, -0.2
39) CCN(CCN(C)C)S(=O)(=O)c1ccc2c(c1)OCCN2C(C)=O
 : -7.6, -1.3, -0.4, 0.0
40) COc1ccc(CCNC(=O)C2CCCN2c2nn3c(=O)cc(C)nc3s2)cc1OC (stereo not given)
 : 7.3, 6.2, 0.7, 0.1

Results follow in this order: TEAD-YAP block, MITF primary, GPR151 ag, FBW7 activator
41) Cc1ccc(S(=O)(=O)N2CCOC23CCN(S(=O)(=O)c2ccccc2)CC3)cc1
 : -7.9, -11.3, 1.2, 0.8
42) CC(=O)N1CCSc2cc(S(=O)(=O)Nc3ccc(F)cc3)ccc21
 : 5.5, 0.3, -0.1, -0.2
43) Cc1nc2sccn2c1C(=O)N1CCN(c2cccc(C(F)(F)F)c2)CC1
 : 57.6*, 14.2, -0.6, 0.7
44) COc1cc(C=O)cc(Br)c1OC(=O)c1cccs1
 : 8.4, 1.9, 3.5, -0.1
45) COc1ccccc1N1CCN(CCCCNC(=O)c2ccc(-c3ccc(C(C)=O)cc3)cc2)CC1
 : x, 2.9, 0.1, 0.2
46) CN(Cc1ccccc1)c1ccnc2c(-c3ccco3)cnn12
 : -37.5, 16.5, 0.0, -1.0
47) Nc1nc(NCCCN2CCCC2=O)cc(N2CCC(N3CCOCC3)CC2)n1
 : 8.4, 9.4, -1.1, 0.5
48) CCOC(=O)C(=O)Nc1ccc([N+](=O)[O-])cc1OC
 : 1.8, 9.8, -0.1, 0.2
49) Cc1ccc(C)c(COc2coc(CSc3nncn3C)cc2=O)c1
 : 13.9, 13.4, 1.2, 0.1
50) O=C(NCCc1csc2nc(-c3ccc(F)cc3)nn12)c1ccco1
 : 0.3, 11.8, 2.4, 0.7
51) O=C(Nc1ccccc1C(F)(F)F)N1CCC(CN2CCOCC2)CC1
 : 4.2, -1.0, -0.3, 0.0
52) C[N+](C)(C)CC(O)COc1ccc(Cl)cc1Cl (stereo not given)
 : 10.5, 6.1, 1.7, 0.1
53) COc1ccc(C(C)=O)cc1CSC1=NCN(C)CN1
 : 6.2, 0.3, 1.2, 0.1
54) COc1cccc(CCNC(=O)CC2C(=O)NCCN2Cc2cccc(C(F)(F)F)c2)c1 (stereo not given)
 : 16.1, 10.1, 2.5, -0.1
55) CCOC(=O)N1CCC(c2cc(=O)n3[nH]c(C)c(-c4ccc(F)cc4)c3n2)CC1
 : -3.1, -13.0, -0.8, 0.0
56) Nc1cc(N)cc(C(=O)Nc2nc3ccc(N)cc3s2)c1
 : 5.0, 16.4, 1.6, 0.7
57) CCOc1ccc(N2CC(C(=O)Nc3nnc(SCC)s3)CC2=O)cc1 (stereo not given)
 : 11.5, 4.4, -1.1, 0.3
58) CC(C)OCCCNC(CC(=O)Nc1cccc(Cl)c1)C(=O)O (stereo not given)
 : -6.7, -2.2, 1.4, -0.1
59) COC(=O)C1=CNC=C(C(=O)OC)C1c1ccccc1Cl
 : -0.5, 0.4, -0.8, 0.2
60) Cc1ccc(NC(=O)C(=O)N/N=C/c2ccc(C(C)C)cc2)cc1
 : 0.4, 2.0, -0.1, -0.1

Results follow in this order: TEAD-YAP block, MITF primary, GPR151 ag, FBW7 activator
61) CCOc1cc(/C=c2\sc3nc4ccccc4n3c2=O)ccc1OCC(=O)O
 : -10.1, 7.9, -0.4, 0.1
62) Cc1ccc(C)c(OCCNCC(C)O)c1Cl (stereo not given)
 : -6.6, 27.9, -0.5, -0.1
63) CCC(Sc1nc2ccccc2o1)C(N)=O (stereo not given)
 : -10.6, 1.3, 2.1, 0.0
64) c1ccc(Nc2nccc(NCc3nc4ccccc4[nH]3)n2)nc1
 : -20.0, 6.8, 0.6, -0.3
65) NS(=O)(=O)c1ccc2nc3c(nc2c1)-c1cccc2cccc-3c12
 : -17.3, 20.4, -0.2, 0.3
66) O=c1c2c3c(sc2nc(SCc2ccccc2)n1C1CCCCC1)CCCC3
 : -9.4, 5.5, -0.6, -0.2
67) Cc1c(C(=O)Nc2ccccc2F)sc2ncnc(N3CCN(c4ccccn4)CC3)c12
 : -0.1, 17.7, -0.8, 0.1
68) Cc1ccccc1N1C(=O)CN(C(=O)C#Cc2ccccc2)CC1C (stereo not given)
 : 28.4, 12.9, 0.2, 0.3
69) O=C(CNC(=O)c1cccc(F)c1)N/N=C/c1ccc(O)cc1O
 : -1.3, 11.2, 1.1, -0.1
70) CC(C)c1ccc(/C=C2\N=C(c3ccc4c(c3)OCO4)OC2=O)cc1
 : 8.9, 14.1, -0.3, 0.2
71) O=C(NC1CCCc2c1cnn2-c1ccc(F)cc1F)c1cnccn1 (stereo not given)
 : 9.5, -3.4, 1.1, -0.1
72) S=C(Nc1ccccn1)c1ccccc1
 : -33.6, 7.4, -4.1, 0.1
73) O=C(Nc1cccc(F)c1)/C(=C/c1cccc([N+](=O)[O-])c1)NC(=O)C1CCCCC1
 : 5.0, 7.3, -0.8, 0.2
74) CC1CCC(N2CC(=O)N(CCc3ccccc3)C(c3ccc(Cl)cc3)C2=O)CC1 (stereo not given)
 : 0.7, 20.1, -1.3, 0.0
75) CC1(C)CC(=O)C2=C(C1)OC(N)=C(C#N)C2c1ccccc1[N+](=O)[O-] (stereo not given)
 : 2.0, -20.1, -0.9, 0.0
76) COC(=O)c1cc(C(=O)OC2CCOC2=O)cc([N+](=O)[O-])c1 (stereo not given)
 : 5.7, 4.3, 0.6, 0.0
77) COCCn1c(SCC(=O)Nc2c(C)cccc2C)nnc1-c1ccoc1C
 : 1.8, -0.6, 0.7, 0.0
78) N#Cc1cc2cc3c(cc2nc1NCCNS(=O)(=O)c1cccc2ccccc12)OCO3
 : -10.2, -7.5, -0.2, 0.3
79) COc1ccc(NC(=O)Cn2c(=O)n(Cc3ccc(F)cc3)c(=O)c3cccnc32)cc1
 : -2.7, -19.5, 0.5, -0.1
80) CCOC(=O)c1ccc(N=C2SC(C(=O)Nc3ccccc3F)CC(=O)N2C)cc1 (stereo not given)
 : 4.8, -14.7, -1.9, -0.2

Results follow in this order: TEAD-YAP block, MITF primary, GPR151 ag, FBW7 activator
81) COc1cc(C=O)cc(I)c1OC(C)C
 : -4.7, -9.1, -0.6, 0.1
82) Cc1ccc(-c2nnc(SCC(=O)Nc3nc4c(s3)CCCC4)n2C)cc1
 : 3.2, 5.8, -0.2, -0.1
83) C(=C\c1ccc(/C=C/c2ccccc2)cc1)/c1ccccc1
 : -2.0, -17.4, 0.0, 0.2
84) CCOC(=O)Cn1c(=NC(=O)c2ccccc2)sc2cc(NC(C)=O)ccc21
 : -70.2, 0.6, -1.4, 0.0
85) CN(C(=O)c1c[nH]c2ccc(S(=O)(=O)N3CCC4(CC3)OCCO4)cc2c1=O)C1CCCCC1
 : -7.5, 5.5, 1.8, 0.8
86) COCCCNC(=O)c1cc2c(=O)n3ccccc3nc2n(Cc2ccc(C)cc2)c1=N
 : 5.2, 3.5, 0.2, 0.3
87) Cc1ccc(NC(=O)c2c(O)c3cccc4c3n(c2=O)CC4)c(C)c1
 : 7.4, 2.2, 3.6, -0.1
88) Cc1cc(=O)[nH]c(SCC(=O)N(c2ccccn2)c2ccccn2)n1
 : 10.3, 8.8, -1.3, -0.7
89) COc1cc(OC)cc(C(=O)Nc2ccc(F)c([N+](=O)[O-])c2)c1
 : 25.9, -18.6, -1.7, -0.1

Source: PubChem (The Scripps Research Institute Molecular Screening Center)
